Source: PubChem
PrPC TRFRET: reduces human prion protein on the cell surface; cell surface PrPC, TR-FRET read-out; inhibition, % at 13.8 µM; hit rate 0.43% among 370,000; AID 720596; in the data active means inhibition above about 24%; further: 0% = median of the test wells and 100% = reference compound wells
Anthrax LF prot: blocks Bacillus anthracis lethal factor protease; inhibition, % at 10 µM; P15917; multiplex microsphere protease cleavage assay, LF; hit rate 0.12% among 360,000; further: plate controls were buffer without enzyme for full effect and enzyme alone for no effect
SARS 3CLpro inh: SARS-CoV 3CLpro protease inhibition | inhibition, % at 6 µM | AID 1706 | recombinant SARS-CoV 3CLpro, quenched FRET peptide cleavage | hit rate 0.14% among 290,000 | P0C6X7; in the data active means inhibition above about 12%
PfHsp40 rescue: compounds rescuing yeast from Plasmodium falciparum HSP40 toxicity; S. cerevisiae expressing PfHsp40, growth rescue, ATP luminescence; hit rate 0.68% among 340,000; growth rescue, % at 12.5 µM; in the data active means growth rescue above about 28%, passing the limit was not always enough; inconclusive means no clear call, values can overlap the other calls;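 further: yeast W303a lacking pdr1 and pdr3 grown in galactose medium; growth measured after three days at 30 °C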
Yp Topo-I inh: Y. pestis Topo-I inhibition via cleavage products; AID 504884; activity, % at 10 µM; hit rate 0.064% among 360,000; Y. pestis Topo-I cleavage product accumulation, plate reader; in the data active means activity above about 50%, passing the limit was not always enough; inconclusive means no clear call, values can overlap the other calls; further: inactives centre near 2
SSB-PriA inh: K. pneumoniae PriA-SSBct interaction inhibition; inhibition, % at 33 µM; hit rate 0.6% among 430,000; AlphaScreen SSBct-PriA binding, biotinylated peptide; in the data active means inhibition mostly above about 37%, no sharp cut-off; inactive means mostly below about 20%;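 further: plate controls were negative control peptide for no effect and reference peptide for full effect; strong numbers were not always called active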
TcdB inh: blocks C. difficile toxin B glycohydrolase activity. P18177. TcdB glycohydrolase enzymatic assay, plate reader. inhibition, % at 9.99 µM. hit rate 0.24% among 350,000. AID 652162; in the data active means inhibition above about 10%
BoNT-A LC inh2: inhibitors of Botulinum neurotoxin A light chain protease; multiplex microsphere protease substrate cleavage, flow cytometry; inhibition, % at 10 µM; hit rate 0.17% among 360,000; AID 588499; further: plate controls were buffer without enzyme for full effect and enzyme alone for no effect
Vc quorum ag: inducers of Vibrio cholerae quorum light production without autoinducers; V. cholerae BH1578 lux reporter, luminescence, 6 h; activation, % at 18.7 µM; hit rate 0.16% among 350,000; in the data active means activation mostly above about 9.7%, no sharp cut-off; inconclusive means no clear call, values can overlap the other calls; inactive means mostly below about 3.7%; further: not every result past the cut was called active; inactives centre near 0; reference of the scale not given here
Active calls of the source: *; i = inactive; ? = inconclusive; . = no result given; & = joins results of further samples. Unless noted, no stated cut-off is given here; in the data, active means inhibition above about 30%; inconclusive means no clear call, values can overlap the other calls; inactive means below that.

Every second line gives: PrPC TRFRET	Anthrax LF prot	SARS 3CLpro inh	PfHsp40 rescue	Yp Topo-I inh	SSB-PriA inh	TcdB inh	BoNT-A LC inh2	Vc quorum ag
CC(C)CC(=O)N1CCN(c2ccc([N+](=O)[O-])c(NCc3ccccc3)c2)CC1
 : -19	-4	2	2.6	23	27	.	0.3	i
CCN=C1SC(CC(=O)NC2CCCCC2)C(=O)N1CC (stereo unspecified)
 : 14	0	-3	-1.1	1	-15	-2.0	?	i
COc1ccc(Cl)cc1Nc1ncnc2sc(C)c(S(=O)(=O)N3CCC(C)CC3)c12
 : -2	0	1	1.1	-8	-12	.	0.5	-0.8
COc1ccc(-c2ccc(C(=O)Nc3ccc(Cl)cc3)c3occc23)c(C)c1
 : 0	-9	.	.	5	.	0.7	-0.2	-5.6
CNC(=O)NC(=O)COC(=O)c1cccc(S(=O)(=O)N2CC3(C)CC2CC(C)(C)C3)c1 (stereo unspecified)
 : 5	4	.	.	-3	-14	1.5	1.3	i
CC1(C(=O)Nc2ccc(Cl)c(Cl)c2)CCN1C(=O)C1CCCCC1 (stereo unspecified)
 : 0	-4	.	.	26	.	-11	-0.6	-1.3
Nc1nc(Nc2cccc(Cl)c2)nc(NCc2ccco2)c1[N+](=O)[O-]
 : 6	4	9	0.7	5	7	0.0	-0.1	1.5
Cc1ccccc1S(=O)(=O)N(C)C[C@@H]1OCc2cnnn2CCCC(=O)N([C@@H](C)CO)C[C@@H]1C
 : 2	-6	.	.	-12	.	-0.4&0.1	-0.2	0.7
CCCCN(CCCC)C(=O)c1nsnc1-c1ccccc1O
 : -1	-2	0	1.0	16	-9	.	-0.3	i
Cc1ccc(N2C(=O)C(Cc3ccccc3)NC2=S)cc1 (stereo unspecified)
 : -5	-7	-5	0.2	-1	4	.	0.9	i
CC(=O)c1nc(N2C(=O)CC(Cc3cccc(C)c3)C2=O)sc1C (stereo unspecified)
 : 5	-2	1	0.0	-6	6	0.9	0.7	-2.0
Cc1ccc(S(=O)(=O)CCC(=O)OCC(=O)N2CCc3ccccc32)cc1
 : -2	-2	3	1.5	16	-7	-1.4	1.7	-1.1
O=C(O)c1cc(N/N=C/c2ccc(-c3ccccc3)cc2)ccc1Cl
 : -4	12	3	0.7	-9	.	-2.8	0.8	i
COC(CNC(=O)c1ccc2c(=O)n(Cc3ccc4c(c3)OCO4)c(=S)[nH]c2c1)OC
 : 4	-11	2	-1.1	4	-2	-0.8	-1.8	-0.6
C[C@H]1CN(S(=O)C(C)(C)C)[C@H](CCO)/C1=C\CCO (stereo partly specified)
 : 7	-1	.	-0.8	-7	-11	0.1	-0.3	-1.9
CCOc1ccc(-n2nnc3c(=O)n(CC(=O)N4CCCc5ccccc54)cnc32)cc1
 : -1	-1	-4	0.3	-1	-6	1.3	-0.2	-0.1
O=C(NCCCn1ccnc1)c1sc2cc([N+](=O)[O-])ccc2c1Cl
 : -54	8	.	.	0	.	1.5	-0.3	-0.3
CC1=C(C(=O)Nc2ccccc2C)C(c2cccs2)NC(=S)N1 (stereo unspecified)
 : 3	-3	-1	-0.2	4	7	0.2	-0.1	-4.5
O=C(COC(=O)c1cc(-c2ccccc2)nc2ccccc12)NCC1CCCO1 (stereo unspecified)
 : 2	-2	-1	0.1	4	-10	0.7	-0.4	-1.4
Cc1ccccc1-n1c(SCc2ccccn2)nc2n[nH]c(C)c2c1=N
 : 7	0	3	-1.3	18	-11	.	0.3	-0.1
COc1ccc(C(=O)/C=C/c2ccc(OC)c(COc3ccc(F)cc3)c2)cc1
 : 7	1	2	0.7	12	-14	1.1	1.0	1.7
COc1cc(COCC(O)CN2CCCCC2C)cc(OC)c1OC (stereo unspecified)
 : 4	-8	-2	1.1	2	4	0.6	-1.1	i
Cc1ccc(OCCCCN2CCCCC2)c(Br)c1
 : 6	-4	0	0.5	13	4	.	-2.5	-0.3
O=C1C2CC=CCC2C(=O)N1c1nc2n(n1)C(c1ccccc1)CC(c1ccccc1)N2 (stereo unspecified)
 : -2	-2	-2	1.5	-2	-1	.	-0.6	-0.5
COc1ccc(/C(O)=C2\C(=O)C(=O)N(c3cc(C)on3)C2c2ccc(OC)c(OC)c2)cc1OC (stereo unspecified)
 : -8	-2	-1	0.1	3	.	.	-0.7	-0.3
COc1ccc(C(=O)/C=C/c2ccc(OC)c(Cn3nnc4ccccc43)c2)cc1
 : -1	-5	5	-0.7	16	-4	.	-0.4	0.2
CCOc1cc(/C=N\n2nnnc2N)ccc1O
 : -1	5	0	-0.4	0	.	23*	-1.6	1.7
Cc1nonc1NC(=O)CSc1nnc(-c2ccoc2C)n1C
 : 6	-7	-1	0.2	-1	0	.	0.2	i
COC(=O)c1cc2c(ccn2-c2ccc(F)cc2)n1Cc1cccc(OC)c1
 : 8	-8	2	0.8	7	-1	.	-0.8	-0.8
CC(C)(C)OC(=O)N1CCC[C@H]1C(=O)NCc1ccc(Cl)cc1Cl
 : 9	0	0	0.4	8	-12	1.0	-1.0	0.1

The list goes on (2 carried over from the part before).
Every second line gives: PrPC TRFRET	Anthrax LF prot	SARS 3CLpro inh	PfHsp40 rescue	Yp Topo-I inh	SSB-PriA inh	TcdB inh	BoNT-A LC inh2	Vc quorum ag
COC(=O)c1cc2c(ccn2-c2ccc(F)cc2)n1Cc1cccc(OC)c1
 : 8	-8	2	0.8	7	-1	.	-0.8	-0.8
CC(C)(C)OC(=O)N1CCC[C@H]1C(=O)NCc1ccc(Cl)cc1Cl
 : 9	0	0	0.4	8	-12	1.0	-1.0	0.1
COC(=O)c1nc(NC(=O)C(C)(C)C)n[nH]1
 : 5	1	-5	-1.0	-3	-9	.	-1.0	2.2
CC(C)NC(=S)N1CCC(Cc2ccccc2)CC1
 : 2	-7	-2	0.1	0	-8	-0.4	-0.2	-0.4
CCCNC(=O)C1(C)CCCN(Cc2ccccc2Cl)C1 (stereo unspecified)
 : -3	-3	.	.	-4	.	0.4	1.2	i
COc1ccccc1NC(=O)CSc1nnc(-c2ccoc2C)n1C
 : 1	0	-1	0.3	-6	6	0.6	1.2	-0.9
COc1ccc(C(=O)N2CCCCCC2)cc1OC1CCN(C(C)C)CC1
 : -5	0	0	0.3	-1	-8	-0.7	2.4	i
CCC(CC)C(=O)Nc1cccc(C(=O)N2CCCC2)c1
 : -1	-6	-7	-0.9	2	-3	4.0	0.0	-0.4
COC(=O)c1[nH]c2ccc(Br)cc2c1NC(=O)CN1CCCc2ccccc21
 : 17	-3	3	0.6	-11	-5	.	0.7	-0.5
Cc1ccc2c(c1)c(C)c(C)n2CC(O)CN1CCCCC1C (stereo unspecified)
 : 3	-5	-2	-1.0	4	-2	-1.3	-0.8	-0.2
O=C(c1ccc(-c2nc3ccccc3s2)s1)N1CCOCC1
 : -18	.	2	.	.	2	1.1	.	.
COc1ccc2c(c1)c(C(=O)CN1CCN(C(=O)c3ccco3)CC1)c(C)n2C
 : -7	-3	-6	0.0	10	3	.	0.3	-0.4
O=[N+]([O-])c1ccc(O)c(C(C#Cc2ccccc2)N2CCOCC2)c1 (stereo unspecified)
 : -12	5	3	0.4	5	8	-1.0	-2.0	-0.2
CCn1c(SCC(=O)NCC2CCCO2)nnc1-c1c[nH]c2ccccc12 (stereo unspecified)
 : 1	-5	3	-1.8	-5	-18	.	1.1	2.5
CN(CC(=O)Nc1ccc(F)c(F)c1F)C(=O)C1CCCCC1
 : 1	-4	.	0.5	14	1	-1.0	0.4	0.0
COc1cccc(OCCNc2ccc([N+](=O)[O-])cn2)c1
 : -3	-5	.	1.0	-9	6	-0.5	1.6	-1.6
COc1cccc(C(=O)N2CCN(S(C)(=O)=O)CC2)c1
 : -2	-5	-3	3.3	-5	0	.	-0.6	i
O=C1c2cccc3cccc(c23)C(=O)N1CCN1CCN(C(=S)Nc2ccccc2)CC1
 : -36	-4	4	0.2	-5	-3	.	-0.3	-0.1
Cc1nn2c(=O)[nH]cnc2c1Cl
 : -2	-8	.	.	-6	.	-0.3	0.5	3.7
CCCCc1nc(SCC(=O)Nc2nnc(C(C)C)s2)n[nH]1
 : -2	1	2	-0.4	6	8	1.7	0.1	i
CCc1cc(-c2nnn(CCC3COCCO3)c2C(C)(C)O)ccc1-c1cn(CCc2c[nH]c3ccccc23)nn1 (stereo unspecified)
 : -14	-6	.	.	31	.	0.4	-0.5	-0.4
CN1CCN(Cc2ccc(-c3ccc(Cl)cc3)o2)CC1
 : .	-3	2	0.6	2	4	0.2	0.9	-0.2
Cc1ccc(-n2nc(C)cc2Nc2ncc(Cl)cc2Cl)cc1
 : -7	2	3	93*	3	-31	.	0.2	0.1
COc1ccc(S(=O)(=O)N2CCOC2CNC(=O)C(=O)NCc2ccc3c(c2)OCO3)cc1 (stereo unspecified)
 : 2	1	-6	-0.4	24	-8	-0.9	3.2	-1.7
Cc1ccc(-c2ccc(CN3C(C)C(=O)N(Cc4cn(CC5CCCCC5)nn4)CCS3(=O)=O)cc2)cc1 (stereo unspecified)
 : -8	-2	.	.	-2	.	-0.4	-0.1	-0.4
O=C(C1CC(c2ccc(F)cc2)=NO1)N1CCCCC1 (stereo unspecified)
 : 4	-1	-6	-0.9	3	-12	1.1	-0.3	-0.2
COc1ccccc1C(=O)N1CCN(C(=O)[C@H]2O[C@@H](n3ccc(=O)[nH]c3=O)[C@H](O)[C@@H]2O)CC1
 : 8	-8	.	.	.	.	1.1	1.2	.
Cc1ccc(/C=C2/C(=O)NC(=O)N(CCc3ccc(F)cc3)C2=O)o1
 : -1	2	1	-0.9	3	-2	.	0.3	i
O=C(OC1CCCCC1=O)c1cc(Cl)ccc1[N+](=O)[O-] (stereo unspecified)
 : -7	-1	1	0.3	0	-6	0.2	1.0	-0.7
O=S(=O)(c1ccc(NC(=S)NN=C(Cc2ccccc2)Cc2ccccc2)cc1)N1CCOCC1
 : 4	4	0	-0.3	22	-20	1.3	2.1	-0.4
CC(=O)O[C@H]1CC[C@@]2(C)C(=CC[C@H]3[C@@H]4CC[C@H](C(C)=O)[C@@]4(C)CC[C@@H]32)C1
 : 5	-6	.	0.2	1	0	1.8	0.3	0.4
CC(=O)Nc1ccc(CC(=O)Nc2ccc3c(c2)OC2(CCCC2)O3)cc1
 : 3	-4	.	.	5	.	0.2	-0.8	-10
CCCCCn1c(N)c(-c2nc3ccccc3o2)c2c([N+](=O)[O-])nn(CC)c(=O)c21
 : 0	1	-1	0.1	-7	-8	0.8	-1.3	-0.4
CC(C)(C)n1nc(-c2ccc(Cl)cc2)c2c(N)ncnc21
 : 0	-10	3	311*	-11	-15	.	-0.3	3.4

Given in markdown: part of the list above
| Molecule | PrPC TRFRET | Anthrax LF prot | SARS 3CLpro inh | PfHsp40 rescue | Yp Topo-I inh | SSB-PriA inh | TcdB inh | BoNT-A LC inh2 | Vc quorum ag |
| --- | --- | --- | --- | --- | --- | --- | --- | --- | --- |
| COc1ccccc1C(=O)N1CCN(C(=O)[C@H]2O[C@@H](n3ccc(=O)[nH]c3=O)[C@H](O)[C@@H]2O)CC1 | 8 | -8 | . | . | . | . | 1.1 | 1.2 | . |
| O=C(C1CC(c2ccc(F)cc2)=NO1)N1CCCCC1 (stereo unspecified) | 4 | -1 | -6 | -0.9 | 3 | -12 | 1.1 | -0.3 | -0.2 |
| CC(C)(C)n1nc(-c2ccc(Cl)cc2)c2c(N)ncnc21 | 0 | -10 | 3 | 311* | -11 | -15 | . | -0.3 | 3.4 |

Compounds listed so far that contain bromine (2):
Every second line gives: PrPC TRFRET	Anthrax LF prot	SARS 3CLpro inh	PfHsp40 rescue	Yp Topo-I inh	SSB-PriA inh	TcdB inh	BoNT-A LC inh2	Vc quorum ag
Cc1ccc(OCCCCN2CCCCC2)c(Br)c1
 : 6	-4	0	0.5	13	4	.	-2.5	-0.3
COC(=O)c1[nH]c2ccc(Br)cc2c1NC(=O)CN1CCCc2ccccc21
 : 17	-3	3	0.6	-11	-5	.	0.7	-0.5

This is a subset; rates above refer to the full screens.
